TbHK1 inh: Trypanosoma brucei hexokinase 1 inhibitors, primary screen, biochemical, G6PDH-coupled NADH absorbance, MLSCN library; recombinant TbHK1, G6PDH-coupled NADH A340; inhibition, % at 10 µM; 0.11% of 220,000 active; AID 1430, 2008;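 active = inhibition of 50% or more in the single-dose primary screen; inactive = inhibition below 50%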
EP2 antag: human EP2 receptor antagonists, primary screen, TR-FRET cAMP, C6 glioma cells; Prostaglandin E2 receptor EP2 subtype (Homo sapiens), P43116; 0.52% of 260,000 active; C6 glioma cells expressing human EP2; cells stimulated with saturating PGE2; inhibition, % at 25 µM;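 active = percent inhibition above 40 after rounding to a whole number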;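 note: rat C6 glioma host cells with rolipram phosphodiesterase inhibitor present; the protocol text gives 20 µM as final concentration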
EP2 modulator: EP2 receptor modulators, cAMP readout, primary screen, cell-based, HTRF cAMP, PGE2 stimulation; Prostaglandin E2 receptor EP2 subtype (Homo sapiens), P43116; induction, % at 25 µM; EP2-expressing cells, cAMP HTRF FRET, PGE2 co-stimulation; 0.83% of 260,000 active;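 active = compounds whose cAMP rise, as percent of the full-agonist control response, exceeds 60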;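 note: rat C6 glioma line stably carrying human EP2 under a CMV promoter; the protocol text gives 20 µM as final concentration; 100% = response of wells given 1 µM PGE2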
14-3-3 Bad PPI: inhibitors of 14-3-3 zeta/Bad binding, primary screen, biochemical, TR-FRET, bovine 14-3-3 zeta; TR-FRET 14-3-3zeta/Dy647-pBad peptide displacement, 1 h; inhibition, % at 21.7 µM; 0.71% of 220,000 active;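 active = inhibition above about 70%, limit read from the data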;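 note: 0% = full 14-3-3 plus peptide FRET controls and 100% = background without 14-3-3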
Hck Nef HTS: inhibitors of Nef-activated human Hck kinase, primary screen, biochemical, Z-Lyte FRET, 384-well, Hck-YEEI; Tyrosine-protein kinase HCK (Homo sapiens), P08631; Recombinant Hck-YEEI plus Nef, Z-Lyte FRET kinase assay; inhibition, % at 20 µM; 0.68% of 220,000 active;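 active = Hck-Nef kinase inhibition above about 50%, limit read from the data; inactive = inhibition below that limit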;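 note: 0% = DMSO with Hck plus Nef and 100% = Hck alone without Nef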
L929 necroptosis: inhibitors of zVAD-triggered necroptosis, primary screen, L929 cells; L929 zVAD necroptosis rescue, ATP luminescence, 24 h; with zVAD 60 µM; viability rescue, % at 10 µM; 0.38% of 220,000 active; AID 1377, 2008;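 active = activation, scaled between plate controls, above about 75%, limit read from the data; inactive = activation under that limit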;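 note: 0% = zVAD with DMSO and 100% = DMSO alone without zVAD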
m-calpain inh: inhibitors of pig calpain II, primary screen, biochemical, fluorogenic peptide substrate, 1536-well. purified calpain II, 30 min. inhibition, % at 16 µM. 0.37% of 220,000 active. AID 1236, 2008;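 active = inhibition above about 50%, limit read from the data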
eIF4E 4G PPI: eIF4E–eIF4G protein interaction inhibitors, primary screen, biochemical, uHTS, TR-FRET, eIF4GI fragment; 0.37% of 220,000 active; inhibition, % at 21.7 µM; TR-FRET eIF4E-eIF4GI(517-606) binding, 2 h;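 active = inhibition above about 30%, limit read from the data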;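 note: 0% = full FRET control wells and 100% = background wells lacking eIF4GI fragment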
Target sequence (P63073 whole entry, looked up, the tested form may be a part): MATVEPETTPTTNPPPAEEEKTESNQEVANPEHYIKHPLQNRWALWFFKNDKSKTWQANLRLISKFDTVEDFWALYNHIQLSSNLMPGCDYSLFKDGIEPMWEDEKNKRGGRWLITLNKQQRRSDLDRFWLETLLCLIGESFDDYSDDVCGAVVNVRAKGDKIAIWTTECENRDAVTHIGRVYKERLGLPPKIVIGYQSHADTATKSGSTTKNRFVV
Target sequence (Q04637 whole entry, looked up, the tested form may be a part): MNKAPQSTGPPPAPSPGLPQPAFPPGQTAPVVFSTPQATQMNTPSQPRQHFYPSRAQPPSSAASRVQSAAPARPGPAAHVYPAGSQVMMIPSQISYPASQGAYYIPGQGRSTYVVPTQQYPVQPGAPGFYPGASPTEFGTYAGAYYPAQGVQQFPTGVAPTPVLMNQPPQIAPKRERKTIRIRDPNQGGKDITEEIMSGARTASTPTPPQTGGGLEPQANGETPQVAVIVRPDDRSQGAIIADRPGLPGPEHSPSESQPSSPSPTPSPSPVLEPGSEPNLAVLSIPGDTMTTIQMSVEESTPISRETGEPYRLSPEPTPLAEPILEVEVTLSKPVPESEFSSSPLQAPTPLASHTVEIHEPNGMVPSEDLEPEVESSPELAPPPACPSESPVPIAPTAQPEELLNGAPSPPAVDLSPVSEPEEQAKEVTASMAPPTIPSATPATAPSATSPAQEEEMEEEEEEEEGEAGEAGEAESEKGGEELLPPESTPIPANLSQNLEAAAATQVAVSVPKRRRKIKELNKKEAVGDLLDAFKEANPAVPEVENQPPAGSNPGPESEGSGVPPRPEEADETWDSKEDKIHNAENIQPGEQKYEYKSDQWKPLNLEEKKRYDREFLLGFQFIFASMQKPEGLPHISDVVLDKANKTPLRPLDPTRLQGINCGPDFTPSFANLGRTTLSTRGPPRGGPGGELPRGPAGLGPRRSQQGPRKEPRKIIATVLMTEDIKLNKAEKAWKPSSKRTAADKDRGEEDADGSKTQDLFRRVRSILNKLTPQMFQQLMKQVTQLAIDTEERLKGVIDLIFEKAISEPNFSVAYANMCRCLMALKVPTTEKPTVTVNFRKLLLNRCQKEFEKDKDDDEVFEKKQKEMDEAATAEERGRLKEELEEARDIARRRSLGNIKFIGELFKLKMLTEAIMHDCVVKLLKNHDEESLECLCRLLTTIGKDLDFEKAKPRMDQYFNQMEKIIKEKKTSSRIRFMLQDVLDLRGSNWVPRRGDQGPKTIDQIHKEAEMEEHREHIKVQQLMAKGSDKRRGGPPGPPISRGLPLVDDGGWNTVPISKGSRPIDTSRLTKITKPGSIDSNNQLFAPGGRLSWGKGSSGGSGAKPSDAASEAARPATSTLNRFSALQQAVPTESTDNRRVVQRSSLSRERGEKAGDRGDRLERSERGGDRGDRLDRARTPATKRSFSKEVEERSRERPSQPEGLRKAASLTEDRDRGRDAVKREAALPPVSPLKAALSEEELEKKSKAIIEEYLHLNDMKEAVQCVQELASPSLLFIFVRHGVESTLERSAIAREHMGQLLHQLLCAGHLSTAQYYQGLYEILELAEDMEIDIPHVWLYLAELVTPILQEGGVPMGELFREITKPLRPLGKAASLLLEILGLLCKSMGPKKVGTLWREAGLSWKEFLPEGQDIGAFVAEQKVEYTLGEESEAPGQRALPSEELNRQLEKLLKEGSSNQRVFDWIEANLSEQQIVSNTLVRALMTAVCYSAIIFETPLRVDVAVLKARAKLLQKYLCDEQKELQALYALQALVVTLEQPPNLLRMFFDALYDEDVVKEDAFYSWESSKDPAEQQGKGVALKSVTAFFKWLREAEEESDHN
Rad51 HR inh: human RAD51 strand exchange inhibitors, primary screen, biochemical, fluorescence; AID 1385, 2008; DNA repair protein RAD51 homolog 1 (Homo sapiens), Q06609; inhibition, % at 10 µM; hRad51 DNA strand exchange, fluorescence dequenching; 0.085% of 200,000 active;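 active = inhibition above 40% at the single screening dose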;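 note: 0% = DMSO control wells and 100% = blanks with heterologous ssDNA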
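Test system: preformed human Rad51 ssDNA filaments. Compound dosing: single dose, 10 µM final compound. Incubation: filaments 15 min 37 °C, then compound 30 min. Technique: FRET fluorescence dequenching, excitation 485 nm, emission 520 nm. Read-out basis: percent inhibition from fluorescence, normalised to plate control and blank means. Benchmarks: plate controls and plate blanks.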
* hit, by the source's call; · = no result given; & = joins results of further samples; [ ] = remark or other dose. Some of the compounds tested. The share of hits here may be higher or lower than overall.

smiles	TbHK1 inh	EP2 antag	EP2 modulator	14-3-3 Bad PPI	Hck Nef HTS	L929 necroptosis	m-calpain inh	eIF4E 4G PPI	Rad51 HR inh
CCCc1c(C)nc2c(OC)cccc2c1SCC(=O)O	-6	5	24	-15	25	3.9	-149	-1	5
CCOCCCNC(=O)/C(C#N)=C/c1cc(OC)c(O)c([N+](=O)[O-])c1	-12	12	-16	-3	17	6.0	-17	-1	-20
COc1ccc(C)cc1S(=O)(=O)N(C)CC(=O)N1CCCCC1	3	9&7	-6&15	10	10	-0.2	-7	4[fluorescence artefact?]	-5
Cc1nc(NC(=O)c2ccc3c(c2)OCO3)ccc1Br	0	8&2	6&9	-10	-3	0.7	3	7	-92
CCOc1ccccc1C1NC(=O)NC(C)=C1C(=O)OC1CCCCC1 (stereo not given)	-2	6	57	-11	0	1.1	-11	0	10
COc1ccc(/C(N)=N/OC(=O)CSc2ccccc2)cc1OC	-3	9	-12	-6[fluorescence artefact?]	-2	0.9	-67	-2	2
NC(=O)COC(=O)CN1C(=O)C2CCCCC2C1=O (stereo not given)	-3	9	15	2[fluorescence artefact?]	-2	-0.1	7	5	4
O=C(Cc1ccccc1)NCC(=O)OCC(=O)c1cccc([N+](=O)[O-])c1	-4	3	15	6[fluorescence artefact?]	-1	-0.8	2	-4[fluorescence artefact?]	2
CC1CCc2nc3ccccc3c(C(=O)OCC(=O)N(C)C3CCS(=O)(=O)C3)c2C1 (stereo not given)	-2	6	-37	-5	22	2.3	-27	-2	8
Cc1ccc(C(=O)CSc2nc3ccccc3o2)cc1	1	7	-15	8[fluorescence artefact?]	-2	1.9	-22	0	-11
CCC(=O)N1CCc2cc(Br)cc(S(=O)(=O)NCCN3CCCCC3C)c21 (stereo not given)	0	4	5	-9[fluorescence artefact?]	-1	0.1	-11	2	-3
N#Cc1cc(O)c(-n2nnc3ccccc32)cc1C#N	-14	8	-8	4	16	0.0	-49	-4	6
CCOC(=O)N1CCN(C(=O)c2ccc3c(=O)n(CCc4ccccc4)c(=S)[nH]c3c2)CC1	3	12	3	-12	4	0.0	6	-3	-2
CCN1C(=O)c2cccc3c(NC(=O)c4cccc(N5C(=O)CCC5=O)c4)ccc1c23	-7	·	-20	16	-1	0.2	-5	-4	·
CCN(CC)S(=O)(=O)c1ccc(NN=C2CCN(C(C)C)CC2)c([N+](=O)[O-])c1	4	7	-15	1	19	0.6	9	2	16
CC(=O)OC(C)CS(=O)(=O)c1ccccc1 (stereo not given)	-1	4	11	-7	29	1.2	-1	-5	9
CCOc1ccc2cc(C#N)c(SCC(=O)N3CCC(C)CC3)nc2c1	3	11&10	36&19	-6[fluorescence artefact?]	-1	-0.3	-203	-14[fluorescence artefact?]	-8
O=c1c(Cc2ccccc2O)c(O)nc2n1CCCS2	6	13	34	-3[fluorescence artefact?]	0	1.1	11	2	6
Cc1nc2c(C#N)c(C)[nH]n2c(=O)c1Cc1ccccc1	2	9	36	43[fluorescence artefact?]	4	-0.1	-23	6	0
Cc1nc(SCC(=O)N2CC(=O)Nc3ccccc32)nc(C)c1C	1	3	34	-15	21	0.7	-24	2	-10
O=C(COc1ccc(S(=O)(=O)NCc2ccccc2)cc1Cl)N1CCOCC1	2	4	27	-7	8	0.1	-26	10	3
CCC1(C)Cc2ccccc2-c2nc3n(c(=O)c21)CC(C(=O)O)S3 (stereo not given)	-7	16	3	-8[fluorescence artefact?]	2	0.0	-135	-2[fluorescence artefact?]	6
C=CCOC(=O)C1=C(C)N=C2SCCC(=O)N2C1c1ccc(OC(=O)c2ccco2)cc1 (stereo not given)	-5	6	0	-6	3	-0.8	24	-8	-1
COCCCNC(=O)c1cn(CC(C)C)c(=O)c2c1c1ccccc1n2C	-13	12	13	10	-2	-0.7	-71	6	1
Cc1ccc(O)c(CP(=O)(c2ccccc2)c2ccccc2)c1	35	7	11	-9[fluorescence artefact?]	7	0.5	22	-5	-2
COC(=O)c1cc(C(=O)Nc2ccc(C)cn2)cc([N+](=O)[O-])c1	-1	6	18	-2	-2	-0.1	13	1	-1
CC1CCN(CC(=O)Nc2cccc([N+](=O)[O-])c2)CC1	-6	6	-13	-2[fluorescence artefact?]	1	0.1	-4	0	-1
CCc1ccccc1NC(=O)c1nnn(CC(=O)Nc2cccc(C)c2)c1N	9	12	5	2	0	-0.2	3	1	-1
O=C1NC(=S)N/C1=C/c1cc([N+](=O)[O-])ccc1N1CCOCC1	-16	8	-16	-19	25	1.8	1	-2	6
COc1ccccc1C(=O)N/C(=C\c1ccc(Br)cc1)C(=O)NCCCO	0	1	-14	1	12	-2.0	24	4	-13
Brc1ccc2nc(N3CCN(c4ccccc4)CC3)sc2c1	-7	12	-9	-11	2	3.0	26	-12	2
O=C(CSc1ncn[nH]1)Nc1nc(-c2ccccc2)ns1	4	3	7	7	6	-0.6	20	-2	5
Cc1c(N2C(=O)c3ccc4c5c(ccc(c35)C2=O)CC4)c(=O)n(-c2ccccc2)n1C	-11	16	-22	·	9	1.4	-163	·	3
COC(C[C@H](O)[C@H](C)[C@@H](O)COCc1ccccc1)OC	-13	12	-19	-4	24	-0.7	-13	0	7
CCn1ncc(C2=NOC(C(=O)Nc3cnn(C45CC6CC(CC(C6)C4)C5)c3)C2)c1C (stereo not given)	-6	11	-6	5	0	87*	11	4	-1
CC1(NC(=O)NCc2ccccc2)CCS(=O)(=O)C1 (stereo not given)	-4	11	11	-5	16	5.4	-30	0	1
COc1ccc(NC(=O)N(Cc2cc3cc(C)ccc3[nH]c2=O)CC2CCCO2)cc1 (stereo not given)	-11	7	-48	0	14	0.2	-16	-3	3
CCC(=O)c1ccc(OCC(O)CN2CC(C)OC(C)C2)cc1 (stereo not given)	4	8	-1	56[fluorescence artefact?]	1	-0.3	-41	8[fluorescence artefact?]	-1
O=C(NCc1ccco1)NCC(F)(F)F	7	10	17	1[fluorescence artefact?]	1	0.2	-21	0[fluorescence artefact?]	-5
CCC(=O)c1ccc(OCC(O)CNC(C)c2ccccc2)cc1 (stereo not given)	8	10	7	2	0	-0.9	17	2	-7
CC(C)OCCCN1CN(S(=O)(=O)c2cccc(Cl)c2)c2nc3ccccc3nc21	-18	24	26	-10	-1	0.0	-10	-2	-13
COc1ccc(Nc2c([N+](=O)[O-])ccc3c2=NC2(CCCCC2)N=3)cc1	-10	3	21	-22	13	0.5	22	6	·
Cc1cccc(OCCNc2ccc([N+](=O)[O-])cn2)c1	-13	8	-16	25	20	1.1	46	2	4
CC(Oc1ccc(-c2nccc(-c3ccccn3)n2)cc1)C(=O)NN (stereo not given)	-1	·	-17	12	1	0.3	13	-5	·
CCOc1ccc(N(CC(=O)NCc2ccccc2OC)S(C)(=O)=O)cc1	-6	3	24	-2	0	0.2	-24	0	-4
CN(C1CCS(=O)(=O)C1)S(=O)(=O)c1ccc(C2CCCCC2)cc1 (stereo not given)	0	6	8	-3	-1	0.8	0	-1	-1
CN(C)/C=C/C(=O)c1ccc(F)cc1	-43	4	9	0	1	0.0	-3	-1	4
COc1ccccc1C(=O)C1CCCN(C(=O)CCC(=O)c2ccccc2)C1 (stereo not given)	-4	6	-13	1	3	-0.5	-14	2	·
CC(C)COc1ccc(C2NC(=O)NC2=O)cc1 (stereo not given)	9	4	9	-7	-1	-0.2	-37	-2	-6
Cn1cc(-c2nnnn2-c2cccc(C(F)(F)F)c2)c(C(F)(F)F)n1	-5	4	7	-12	0	0.1	21	-8	-2

Compound profiles (already shown). Values in the order: TbHK1 inh, EP2 antag, EP2 modulator, 14-3-3 Bad PPI, Hck Nef HTS, L929 necroptosis, m-calpain inh, eIF4E 4G PPI, Rad51 HR inh
Record of `COc1ccc(Nc2c([N+](=O)[O-])ccc3c2=NC2(CCCCC2)N=3)cc1` → -10, 3, 21, -22, 13, 0.5, 22, 6, ·
Record of `COc1ccccc1C(=O)C1CCCN(C(=O)CCC(=O)c2ccccc2)C1` (stereo not given) → -4, 6, -13, 1, 3, -0.5, -14, 2, ·

Fetched one by one from the list above:
smiles	TbHK1 inh	EP2 antag	EP2 modulator	14-3-3 Bad PPI	Hck Nef HTS	L929 necroptosis	m-calpain inh	eIF4E 4G PPI	Rad51 HR inh
COc1ccccc1C(=O)C1CCCN(C(=O)CCC(=O)c2ccccc2)C1 (stereo not given)	-4	6	-13	1	3	-0.5	-14	2	·
CC(C)OCCCN1CN(S(=O)(=O)c2cccc(Cl)c2)c2nc3ccccc3nc21	-18	24	26	-10	-1	0.0	-10	-2	-13

Continued:
smiles	TbHK1 inh	EP2 antag	EP2 modulator	14-3-3 Bad PPI	Hck Nef HTS	L929 necroptosis	m-calpain inh	eIF4E 4G PPI	Rad51 HR inh
N#CC1c2ccccc2C=CN1C(=O)c1ccccc1 (stereo not given)	0	2	-1	4	0	-1.2	4	-8	-10
O=C(Nn1cnnc1)C(Sc1ccccc1)c1ccccc1 (stereo not given)	-5	4	-2	7	-1	-0.3	6	2	8
O=C(c1ccc2c(c1)OCO2)C1CCCN(C(=O)C2CCOCC2)C1 (stereo not given)	-14	8	22	0	0	1.6	-7	2	·
CC1CCN(C(C(=O)O)c2ccccc2)CC1 (stereo not given)	-2	5&2	-13&2	-10	-5	0.7	-14	4	·
COc1ccc(N2CCN(C(=O)c3ccc4c(c3)[nH]c(=S)n3c5ccccc5nc43)CC2)cc1	-13	3	-16	-11	32	5.7	-205	-2	9
CSCCC(NC(=O)c1ccc(Cl)cc1)C(=O)OCC(=O)Nc1cc(Cl)ccc1C#N (stereo not given)	23	5	-27	9	0	0.5	1	11	4
CCCc1n[nH]c2c1/C(=N/O)CC(c1ccccc1)C2 (stereo not given)	0	0	2	-1	2	-1.8	-8	2[fluorescence artefact?]	9
Cc1csc(NC(=O)c2ccoc2C)n1	-8	4	-14	-11	1	0.1	-14	1	-7
Cc1cc(=O)[nH]c(N2CCOCC2)n1	5	6	4	-4	7	0.4	-11	-1	-128
COC(=O)Nc1c(C)nn(Cc2ccccc2C)c1C	6	9	0	10	2	-1.1	8	1	-7
COC(=O)c1ccc(N2C(=O)CC(NCc3ccccc3)C2=O)cc1 (stereo not given)	3	12	-9	-3	11	-0.1	2	3	-7
COC(=O)c1c(SCC(=O)Nc2ccc(C)cc2)nc(=O)[nH]c1C	12	4	-14	6	7	-0.8	2	1	-19
O=C(COC(=O)c1nc(-c2ccccc2)n(-c2cccc(C(F)(F)F)c2)n1)NCc1cccs1	-7	4	18	8	2	1.1	9	4	5
Cc1cc(=O)n2nc(N3CCCC3C(=O)NCc3ccccn3)sc2n1 (stereo not given)	-1	9	12	-8	1	0.1	-14	0	-1
O=C(Nc1ccc(N2CCOCC2)cc1)c1cc2ccccc2o1	-7	14	10	0	-12	0.7	20	5	-8
CCOC(=O)C1CCN(S(=O)(=O)c2ccc(OC)c(Cl)c2)CC1	-1	10	-25	-5	-28	0.7	-20	4	6

Bioassay records from PubChem BioAssay.
